# IkB sig inh: IkB pathway inhibition in ABC-DLBCL cells; ABC-DLBCL IkBa-CBG/CBR dual luciferase ratio, 4 h; response scale: scaled: untreated 0%, proteasome inhibitor 100%; actives 0.04% (n = 110,000); Potency, µM (series often up to 57.1 µM), inactives show top-dose IkBa stabilization activation; active = well fitted curve in the direction sought with a large enough effect in the signal ratio, not every such curve was filed as active; inconclusive = small, poorly fitted or top-dose-only effect, or a change in a side signal; the % refers to the signal ratio;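 note: the direction sought is a rising ratio; 0% = basal untreated cells and 100% = reference inhibitor full response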
#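 Luminescence ratio of IκBα-fused green versus native red beetle luciferase in OCI-Ly3 cells, 4 h post-doxycycline with compound; red signal alone, scaled from basal (0%) to zero light (-100%), flagged nonspecific or cytotoxic effects.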
# p53ts 39C tox: cytotoxicity in p53ts cells at nonpermissive temperature. H1299-p53A138V viability at 39C, ATP luminescence, 24 h. Potency, µM (titrated, usually from 46.1 µM), for the others: at the top dose activity change, negative = cell killing, most hits filed as cytotoxic. actives 1.5% (n = 130,000). AID 902; note: nearly all actives have a fitted effect of over 55% in size
# p53ts 32C tox: p53ts cell cytotoxicity, permissive temperature; H1299-p53A138V at 32C, ATP luminescence viability, 24 h; Potency, µM (series often up to 46.1 µM), inactives show at the highest dose activity change, negative = cytotoxicity, hits mostly cytotoxic; actives 0.93% (n = 130,000);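 note: 0% = DMSO and -100% = full killing by reference compound; nearly all actives have a fitted effect of over 55% in size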
#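 Cells: H1299 p53ts (A138V), 600/well, pre-incubated 16–30 h at 37C. Cpd up to 46 uM, 24 h, 32C. Readout: ATPlite luminescence, 20 min RT. Normalization: DMSO vs tamoxifen 100 uM. AC50 by Hill equation.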
# Peg3 imprint: inducers of genomic imprint erasure in mouse ES cells | mouse ES Peg3-LacZ reporter, beta-gal luminescence, 40 h | Potency, µM (titrated, usually from 60.7 µM), without a hit: at the top dose activity change, positive = activation, hits mostly activators | actives 0.02% (n = 110,000) | AID 1948;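 note: 0% = negative control wells on the plate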
#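 Each well holds 300 Peg3LacZ-Neo (maternal) female ES cells incubated 40 h at 37C, 5% CO2. LacZ is measured by BetaGlo luminescence, with AC50 and maximum efficacy derived from dose-response curves.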
# An asterisk follows results filed as active; ? = inconclusive; / = no result given; [ ] = remark or other dose. Unless noted, calls come from the whole dose curve; as a rule, active = well fitted curve in the direction sought with a large enough effect; inconclusive = small, poorly fitted or top-dose-only effect, or another doubt; inactive = no such curve, though single readings can be large; an effect the other way counts as inactive or inconclusive. Unless noted, % is set by controls: 0 for no effect and ±100 for the full control effect; potency is the fitted concentration of half-maximal effect.
# Value order – IkB sig inh	p53ts 39C tox	p53ts 32C tox	Peg3 imprint
CNC(=O)Cn1nc(C)c2ccccc2c1=O
 : 2.8%	5%	2%	/
Cc1cnn(C(=S)NCC2CCCO2)c1 (centres undefined)
 : -4.4%	5%	10%	21%
O=C(N1CCCCC1)N1CCCN(C(=O)N2CCCCC2)CC1
 : -1.1%	5%	1%	-9%
O=C(CN1CCCN(S(=O)(=O)c2ccc(Br)cc2)CC1)Nc1ccc2c(c1)OCO2
 : 1.2%	-21%	-12%	-29%
Cc1ccc(C)c(NC(=O)c2nnn(Cc3ccccc3C)c2N)c1
 : ?	-23%	5%	-22%
CC(C)(C)NC(=O)CN(C(=O)CS(=O)CC(=O)Nc1ccc(F)cc1)c1ccc(F)c(Cl)c1 (centres undefined)
 : 1.3%	-4%	-2%	1%
Cc1ccc(C(=O)c2cn[nH]c2-c2cc(Cl)ccc2O)cc1
 : 3.3%	14%	5%	-15%
Cc1ccccc1CNC(=O)c1ccc(-c2nc(CS(=O)(=O)c3ccccc3)c(C)o2)cc1
 : ?	-15%	-2%	11%[10.9 µM]
COC(=O)Cc1cc(=O)[nH]c(/N=C(\N)Nc2ccccc2C)n1
 : /	4%	-9%	/
COc1ccc(-c2nc(C)c(CCNC(=O)c3cccs3)s2)cc1OC
 : 0.4%	?	4%	-13%[10.9 µM]
COc1ccc(C(=O)c2oc3ccccc3c2NC(=O)COc2cccc(C)c2)cc1
 : -0.4%	-2%	15%	-16%[10.9 µM]
Cc1cccc(NC(=O)c2ccccc2OCC(=O)N2CCOCC2)c1C
 : -3.5%	17%	13%	-1%
COc1ccc(/C=C/C(=O)c2ccc(O)cc2O)cc1
 : /	41%[activator]	?	?
O=C(Nc1ccccc1C(F)(F)F)N1CCN(c2ccc3nncn3n2)CC1
 : /	-20%	-10%	/
Cc1ccc(C(=O)Nc2ccncc2)o1
 : 1.2%	9%	0%	-22%
CC(C)(C)C(=O)c1no[n+]([O-])c1/C(=N/O)C(C)(C)C
 : 3.0%	10%	6%	-14%
CC1=C(C(=O)Nc2cccnc2)C(c2ccccc2)n2nc(-c3ccc(O)cc3)nc2N1 (centres undefined)
 : 4.9%	13%	10%	-4%[10.9 µM]
COc1ccccc1CNC(=O)CN1C(=O)CSc2ccc(S(=O)(=O)N3CCCC3)cc21
 : ?	-9%	3%	-22%[10.9 µM]
COc1cc(NC(=O)NCCN2CCN(c3ccccc3)CC2)cc(OC)c1OC
 : -1.5%	-33%	11%	-14%[10.9 µM]
O=C(CCS(=O)(=O)c1nc(-c2ccc3c(c2)OCO3)cc(C(F)(F)F)n1)Nc1ccccc1F
 : ?	?	?	1%[10.9 µM]
COc1cccc2cc(-c3nnc(Nc4c(F)cccc4F)s3)c(=O)oc12
 : ?	?	-25%	-11%[10.9 µM]
Cc1cc(NC(=O)CCCC(=O)N(c2ccccc2)C(C(=O)NC2CCCCC2)c2cccs2)no1 (centres undefined)
 : /	0%	-14%	/
O=C(NC1CC1)C1CCCN(C(=O)Nc2ccc(F)cc2)C1 (centres undefined)
 : 0.3%	-3%	-4%	-13%
CC(=O)N1[C@H](C)C=C[C@]1(Cc1ccccc1)C(=O)NCc1ccc(C)o1
 : /	5%	14%	7%
O=C(NCCc1ccc(Cl)cc1)C1CCC(=O)N1C1CCCC1 (centres undefined)
 : 1.0%	-2%	0%	10%
COc1ccc(-c2cc(C(F)(F)F)nc(SCC(=O)NCCc3ccc(OC)c(OC)c3)n2)cc1
 : -3.0%	7%	4%	-9%[10.9 µM]
Cc1cccc(N(C)C(=O)CSc2nc3ncccc3o2)c1
 : -1.6%	-20%	11%	10%[10.9 µM]
CCCNC(=O)c1cc(-c2ccc(OC)cc2)on1
 : 7.2%	?	?	-33%[inhibitor]
NCC[C@H](O)C(=O)N[C@@H]1C[C@H](N)[C@@H](O[C@H]2O[C@H](CN)[C@@H](O)[C@H](O)[C@H]2O)[C@H](O)[C@H]1O[C@H]1O[C@H](CO)[C@@H](O)[C@H](N)[C@H]1O
 : /	-4%	1%	/
NS(=O)(=O)c1ccc(CCNC(=O)C2CCCN(S(=O)(=O)c3cccnc3)C2)cc1 (centres undefined)
 : 0.7%	19%	-7%	-9%
Cc1nnc(Sc2nc3c(c(=O)n(C)c(=O)n3C)n2Cc2ccccc2Cl)s1
 : -1.3%	-3%	2%	13%
CN(C)CCNc1ncnc2c1cnn2-c1cccc(Cl)c1
 : -0.1%	?	-18%	-13%[10.9 µM]
CCc1ccc(NS(=O)(=O)c2c(C)nc3sc(CC)nn3c2=O)cc1
 : ?	-1%	4%	-14%[10.9 µM]
O=C1c2ccccc2C(=O)N1CCCc1nc2ccccc2c(=O)n1Cc1ccco1
 : 2.9%	3%	5%	-14%
COc1cccc(CNC(=O)CSc2nnc(C)c3c(C)n(-c4ccccc4)nc23)c1OC
 : ?	25µM*	-6%	12%[10.9 µM]
O=C(CCNC(=O)Cn1ccc2ccccc2c1=O)NCCN1CCN(c2cccc(Cl)c2)CC1
 : -0.9%	-16%	-3%	-23%
NC(=O)NC1NC(=O)NC1=O (centres undefined)
 : /	5%	-8%	-3%
CC(C)=C1CCC(C)CC1=O (centres undefined)
 : -0.7%	2%	2%[1.84 µM]	-3%
CCn1c(SCC(=O)NCc2ccccc2)nnc1-c1ccccc1O
 : -1.8%	4%	2%	-16%
CCc1ccccc1NC(=O)C(CC)Sc1nc2cc3c(cc2c(=O)n1Cc1ccco1)OCO3 (centres undefined)
 : 0.8%	2%	2%	2%
Cc1ccc2c(c1)c(=O)c(S(=O)(=O)c1ccc(F)cc1)cn2CC(=O)Nc1ccc2c(c1)OCO2
 : ?	-13%	8%	-10%[10.9 µM]
Cn1nc(C(=O)NCc2ccccc2Cl)c2c1-c1ccccc1SC2
 : 1.9%	1%	-2%	-10%[10.9 µM]
CCC12CCCN3CCC4(C(=C(C(=O)OC)C1)Nc1ccccc14)C32 (centres undefined)
 : 9.7%	-16%	-5%	-12%
O=C(Cn1nc(-c2ccccc2)c2ccccc2c1=O)NCCN1CCOCC1
 : /	5%	4%	/
CC(C)(C)NC(=O)c1ccc(COc2ccccc2Br)o1
 : 3.7%	-8%	-3%	-30%
O=C(Cc1cn2ccsc2n1)Nc1ccccc1Oc1ccccc1
 : 0.0%	-5%	13%	-2%
CN(Cc1cc(Br)cc(Br)c1O)Cc1c(O)ccc2ccccc12
 : 5.0%[11.4 µM]	5%[9.22 µM]	-2%[9.22 µM]	-4%[10.9 µM]
O=C1c2ccccc2N2C(=O)c3ccccc3C2N1O (centres undefined)
 : 1.4%	-5%	-12%	-14%
Cc1cccc(Cn2c(N(C)Cc3ccccc3)nc3c2c(=O)[nH]c(=O)n3C)c1
 : 5.0%	5µM*	6.3µM*	-46%[inhibitor]
CCc1nnc(SCc2nc(-c3ccccc3)oc2C)c2cc3sccc3n12
 : -1.6%	-13%	-2%	-15%[10.9 µM]
COc1cc(C(=O)Nc2sc3c(c2C(N)=O)CCC(C)C3)cc(OC)c1OC (centres undefined)
 : ?	16%	7%	-8%[10.9 µM]
CC1=C(C(=O)Nc2cccnc2)C(c2ccccc2)n2nc(SCc3ccccc3F)nc2N1 (centres undefined)
 : 3.2%	22%	-12%	1%[10.9 µM]
Nc1ccc2nn(-c3cccc4ccccc34)nc2c1
 : /	-4%	?	/
COc1ccc(CNC(=O)CCCn2ccc3cc(S(=O)(=O)N4CCCC4)ccc32)cc1
 : ?	?	-2%	12%[10.9 µM]
Nc1ccc([N+](=O)[O-])c(N)c1
 : 2.0%	2%	3%[1.84 µM]	-4%
O=C(CN1C(=O)CSc2ccccc21)NC1CCCC1
 : 0.3%	-8%	4%	-5%
COc1ccc(-n2c(=O)c3c4c(sc3n(Cc3ccccc3)c2=O)CN(C(C)=O)CC4)cc1OC
 : 0.3%	-7%	15%	12%[10.9 µM]
COc1ccccc1N1CCN(C(=O)C2CCN(S(=O)(=O)c3ccc(F)cc3)CC2)CC1
 : -0.5%	9%	-1%	-14%
O=S(=O)(NCCc1ccc(Cl)cc1)c1ccc(N2CCCCS2(=O)=O)cc1
 : ?	-20%	-4%	-5%[10.9 µM]
CC1(C)NC(=O)N(CC(O)CN2CCCC2)C1=O (centres undefined)
 : -2.8%	-1%	6%	11%

# Next part:
# Value order – IkB sig inh	p53ts 39C tox	p53ts 32C tox	Peg3 imprint
CCC(C)(C)n1nnnc1C(c1cc2ccc(OC)cc2[nH]c1=O)N1CCc2ccccc21 (centres undefined)
 : ?	-11%	15%	-5%
O=S(=O)(NCCSc1nnnn1-c1ccccc1)c1ccc(F)cc1
 : -2.0%	5%	1%	-7%[10.9 µM]
CCCCCn1c(=O)[nH]c2cc(C(=O)NCc3ccc(OC)cc3)ccc2c1=O
 : 0.2%	-5%	-8%	-13%[10.9 µM]
COc1ccc(N2CCN(Cc3cccn3-c3nnc(N4CCN(C5CCCCC5)CC4)s3)CC2)cc1
 : ?	-13%	-4%	-12%[10.9 µM]
COC(=O)C1=C(C)N(Cc2ccccc2)[C@]23O[C@](C(=O)OC)(C(=O)N2C1c1ccccc1)C(C(=O)OC)=C3C(=O)OC (some centres undefined)
 : /	-19%[9.22 µM]	4%[9.22 µM]	/
Cc1cc(CNC(=O)[C@H](C)[C@H]2C[C@]2(C)[C@H](NC(=O)OCc2ccccc2)c2ccccc2)nn1C
 : /	7%	4%	-19%
O=C(Cc1ccc(NC(=O)N2CCCCc3ccccc32)cc1)NCc1cccc(Br)c1
 : ?	-8%	2%	-10%[10.9 µM]
CCCCSCCCNC(=O)c1cc(-c2cccnc2)nc2ccc(S(=O)(=O)N3CCC(C)CC3)cc12
 : 1.2%	15%	4%	3%[10.9 µM]
COC(=O)[C@@]1(Cc2ccc(F)cc2)[C@H]2c3cc(C(=O)N4CCCC4)n(Cc4cc(F)cc5c4OCOC5)c3C[C@H]2CN1C(=O)c1ccccc1
 : /	5%	23%	-10%
COC(=O)Cn1c(=NC(=O)c2ccc3c(c2)OCCO3)sc2ccccc21
 : -2.0%	4%	-4%	-5%[10.9 µM]
CN(C)CCCN1C(=O)C(=O)/C(=C(/O)c2ccc3c(c2)OCO3)C1c1cccnc1 (centres undefined)
 : 2.5%	0%	2%	-5%
CCOc1ccc(NC(=O)Cn2cc(C(=O)c3ccc(C)cc3)c(=O)c3cc4c(cc32)OCO4)cc1
 : ?	14%	9%	-8%[10.9 µM]
Cc1cc(SCc2ccccc2)nc(=O)[nH]1
 : 10%	-16%	13%	-20%
COc1ccc(-c2ccc(NCCC3=CCCCC3)nn2)cc1OC
 : -0.5%	-4%	2%	3%
COC(=O)N1CCC[C@@]2(CCN(C(c3ccccc3)c3ccccc3)C2)C1
 : 3.9%[11.4 µM]	7%	0%	/

# Four of these compounds in a different format:
SMILES	IkB sig inh	p53ts 39C tox	p53ts 32C tox	Peg3 imprint
COc1ccc(-c2cc(C(F)(F)F)nc(SCC(=O)NCCc3ccc(OC)c(OC)c3)n2)cc1	-3.0%	7%	4%	-9%[10.9 µM]
Cc1cccc(N(C)C(=O)CSc2nc3ncccc3o2)c1	-1.6%	-20%	11%	10%[10.9 µM]
CCCNC(=O)c1cc(-c2ccc(OC)cc2)on1	7.2%	?	?	-33%[inhibitor]
NCC[C@H](O)C(=O)N[C@@H]1C[C@H](N)[C@@H](O[C@H]2O[C@H](CN)[C@@H](O)[C@H](O)[C@H]2O)[C@H](O)[C@H]1O[C@H]1O[C@H](CO)[C@@H](O)[C@H](N)[C@H]1O	/	-4%	1%	/

# (more compounds)
# Value order – IkB sig inh	p53ts 39C tox	p53ts 32C tox	Peg3 imprint
Cc1c(Cl)ccc2c1NC(=O)[C@]21N[C@@H](CCC(N)=O)[C@H]2C(=O)N(c3ccc(F)cc3)C(=O)[C@H]21
 : 0.9%	5%	1%	-23%
Cc1ccc(C(=O)N2CCN(C(=O)CN3CCOCC3)C2)cc1
 : 1.9%	12%	0%	7%
CCOC(=O)c1snc(C(=O)NC2CCCCC2)c1N
 : ?	-12%	-7%	-27%
CC(C)c1ccc(Nc2ncnc3onc(-c4ccc(F)cc4)c23)cc1
 : 0.6%	-20%	9%	-6%[10.9 µM]
CCc1ccc(-c2nc3c(c(SCc4ccccc4)n2)Cc2c(CO)cnc(C)c2O3)cc1
 : -0.8%	10%	8%	-9%[10.9 µM]
CSc1nc(-c2ccccc2)nc(SC)c1C(C)=O
 : 0.3%	5%	0%	-11%

# Bioassay records (PubChem)

# Hits appear at their usual frequency; overall some 1.8% were active at least once.
